Screening results from PubChem BioAssay.
Eya2 inh – blocks the phosphatase activity of human Eya2. 330,000 compounds, 0.006% hits. O00167. Potency, µM (top dose mostly 76.9 µM), for the others: at the highest dose activity, negative = inhibition, usual class: inhibitors. recombinant Eya2, OMFP fluorescence dephosphorylation (OMFP is methylfluorescein phosphate); note: potency is the fitted concentration of half-maximal effect; % is set by controls: 0 for no effect and ±100 for the full control effect
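Eya2 protein (added as 0.2 uM solution) was preincubated with compound for 10 min at ambient temperature in 50 mM HEPES pH 7.5, 50 mM NaCl, 5 uM MgCl2, 0.05% BSA, 1 mM DTT. OMFP (added at 50 uM) then reacted 10 min; fluorescence read at 485/525 nm.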
uPA generation – inhibitors of cell surface uPA generation; cell surface uPA generation assay, qHTS; Potency, µM (doses to about 38.3 µM), without a hit: at the highest dose activity change, negative = inhibition, usual class: inhibitors; 330,000 compounds, 0.31% hits; active = well fitted inhibition curve with a large enough effect; inconclusive = small, poorly fitted or top-dose-only effect; inactive = no such curve, though single readings can be large or run the other way; tested in mouse RAW 264.7 cells; note: potency is the fitted concentration of half-maximal effect; % is set by controls: 0 for no effect and ±100 for the full control effect; nearly all actives have a fitted effect of over 55% in size
ELG1 genotox – genotoxicity induction in ELG1-luciferase HEK293T cells. HEK293T ELG1-luciferase reporter, luminescence, 16 h. AID 504466. 330,000 compounds, 1.3% hits. Potency, µM (series often up to 46 µM), without a hit: top-dose activity change, positive = activation, most hits filed as activators; note: potency is the fitted concentration of half-maximal effect; % of control where 0% means no effect; nearly all actives have a fitted effect of over 60% in size
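Luminescence read-out: rising ELG1-luciferase signal, reflecting elevated ELG1 protein under genetic stress, flags genotoxic compounds. Cells were treated for 16 hr at 37 °C before ONE-Glo detection.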
B2AR arrestin – agonists driving beta-arrestin recruitment to human beta2-adrenergic receptor | P07550 | beta-arrestin recruitment to beta2AR, cell-based reporter | Potency, µM (titrated, usually from 46.1 µM), without a hit: at the highest dose activation, actives largely listed as activators | 330,000 compounds, 0.02% hits;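 note: potency is the fitted concentration of half-maximal effect; 0% = DMSO controls and full agonism = EC100 isoproterenol or metaproterenol; nearly all actives have a fitted effect of over 65% in size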
PTAP TSG101 blk – blocks PTAP/TSG101 interaction to inhibit HIV-1 budding. AID 493005. Q99816. 340,000 tested, under 10 active. Potency, µM (series often up to 115 µM), without a hit: at the highest dose activity change, negative = inhibition, actives largely listed as inhibitors. Fluorescence polarization, FITC-PTAP peptide / Tsg101 binding; active = well fitted inhibition curve with a large enough effect in the main read-out, with a control signal flat, not every such curve was filed as active; inconclusive = small, poorly fitted or top-dose-only effect, or effect the other way, or a change in a side signal; inactive = no such curve, though single readings can be large or run the other way; note: potency is the fitted concentration of half-maximal effect; % of control where 0% means no effect
Target sequence (Q99816 whole entry, looked up): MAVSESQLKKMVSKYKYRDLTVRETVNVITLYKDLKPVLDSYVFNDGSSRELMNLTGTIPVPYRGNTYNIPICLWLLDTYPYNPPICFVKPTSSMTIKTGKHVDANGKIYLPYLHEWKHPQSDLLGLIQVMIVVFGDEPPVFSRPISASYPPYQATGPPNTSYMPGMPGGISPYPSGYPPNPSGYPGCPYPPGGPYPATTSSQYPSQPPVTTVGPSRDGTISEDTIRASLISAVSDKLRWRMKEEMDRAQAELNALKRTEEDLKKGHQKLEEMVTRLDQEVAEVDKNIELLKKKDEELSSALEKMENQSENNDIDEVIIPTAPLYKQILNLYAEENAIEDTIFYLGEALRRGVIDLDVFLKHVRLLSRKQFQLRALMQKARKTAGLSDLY
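Steps: Tsg101 binding domain dispensed (10 uM final), compounds pinned in DMSO, FITC-labeled PTAP-motif peptide added (50 nM final); after 20 min binding at room temperature, polarization measured.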
BRCA1 expr act – BRCA1 expression activation. MCF7-BRCA1-FFLuc reporter, luminescence, 48 h; response scale: scaled: vehicle 0%, 10 µM genistein 100%. Potency, µM (highest dose often 46.1 µM), for inactives: at the top dose activation, actives largely listed as activators. 380,000 compounds, 1.1% hits. AID 624202; note: potency is the fitted concentration of half-maximal effect; nearly all actives have a fitted effect of over 80% in size; some results filed as inactive show a strong effect at the top dose
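First, MCF7-BRCA1-FFLuc cells (2000/well) attach for 2 h; next, compounds are pin-added and incubated 48 h at 37 °C; finally, luciferase reagent is added and luminescence read after 15 min.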
TRPV1 ag – activates the human vanilloid receptor TRPV1; 320,000 compounds, 0.19% hits; Q8NER1; TRPV1-expressing cells, Fluo-8 calcium influx, agonist mode; activation, % at 8.33 µM; in the data active = activation above about 80%; inconclusive = between about 30% and that limit; note: 0% is about no effect
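Fluo-8 calcium influx in TRPV1-expressing cells, kinetic read (ex 480/em 520 nm). Compound added and read 3 min for agonist activity, followed by capsaicin at EC20 final and 2 min further read for enhancement.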
USP2a block – USP2a (human) protease inhibition; O75604; USP2 core, Ub-CHOP2 coupled fluorogenic reporter, 485/531; Potency, µM (top dose mostly 38.3 µM), for inactives: top-dose activity change, negative = inhibition, actives largely listed as inhibitors; 330,000 compounds, 0.01% hits; AID 463254;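 note: potency is the fitted concentration of half-maximal effect; plate controls were DMSO wells for no effect and full inhibition by NEM control for full effect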
Target sequence (O75604 whole entry, looked up): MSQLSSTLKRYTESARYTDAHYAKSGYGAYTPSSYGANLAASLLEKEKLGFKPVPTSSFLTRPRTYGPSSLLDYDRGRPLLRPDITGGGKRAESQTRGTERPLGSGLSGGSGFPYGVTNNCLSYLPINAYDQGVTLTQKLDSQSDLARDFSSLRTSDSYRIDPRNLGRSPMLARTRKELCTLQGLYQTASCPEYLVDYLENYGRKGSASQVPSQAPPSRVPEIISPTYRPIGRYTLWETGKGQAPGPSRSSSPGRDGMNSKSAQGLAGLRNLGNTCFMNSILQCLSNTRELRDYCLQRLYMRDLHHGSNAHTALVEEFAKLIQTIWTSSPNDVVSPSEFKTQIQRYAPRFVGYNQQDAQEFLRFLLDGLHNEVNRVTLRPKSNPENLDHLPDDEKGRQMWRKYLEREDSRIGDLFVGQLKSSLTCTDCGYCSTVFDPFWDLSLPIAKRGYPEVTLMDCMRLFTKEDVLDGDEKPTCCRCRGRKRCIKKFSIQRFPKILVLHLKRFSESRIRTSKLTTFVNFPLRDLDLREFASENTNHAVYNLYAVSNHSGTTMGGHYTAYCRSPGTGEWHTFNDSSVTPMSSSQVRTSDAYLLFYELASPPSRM
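Cell-free coupled assay: 10nM USP2 core preincubated 30min RT with compound in Tris-HCl pH 8.0/CaCl2/CHAPS buffer, then 25nM Ub-CHOP2 and 25nM reporter substrate; fluorescence (Ex 485/Em 531) read after 60min RT, normalized to NEM inhibition, concentration-response curves fitted.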
a7 integrin act – activators of alpha7 integrin expression for muscular dystrophy; 350,000 compounds, 0.064% hits; Potency, µM (top dose mostly 38.3 µM), without a hit: at the highest dose activation, actives largely listed as activators; alpha7betagal myoblasts, beta-gal FDG fluorescence, 48 h;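 note: potency is the fitted concentration of half-maximal effect; 100% = response of the positive control SU9516; nearly all actives have a fitted effect of over 60% in size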
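alpha7betagal+/- myoblasts (passage 13, 250/well) treated 48 h at 37C with compounds at 1:260 dilution of DMSO stock. Lysed, then beta-galactosidase activity read as FDG fluorescence (ex 480/em 540) after 30 min, with pre-read for autofluorescence.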
p53 reactivator – mutant p53 re-activation in reporter cells; H1299 p53-A138V BP100-luciferase reporter, luminescence, 24 h; Potency, µM (series often up to 92.2 µM), for the others: top-dose activity change, positive = activation, hits mostly activators; 320,000 compounds, 0.063% hits; AID 504706; note: potency is the fitted concentration of half-maximal effect; % of control where 0% means no effect; nearly all actives have a fitted effect of over 45% in size
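p53-null H1299 cells stably carrying temperature-sensitive p53-A138V and a BP100-luciferase reporter were pinned with compounds (4-point, 1:5 series) and held 24 hrs at 37 deg C. Luminescence was read 10 min after detection reagent.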
S-ASM inh – human S-ASM enzyme inhibition; AID 504937; 340,000 compounds, 0.006% hits; P17405; placental ASM, HMU-PC fluorogenic substrate, 60 min; Potency, µM (top dose mostly 57.5 µM), for the others: top-dose activity change, negative = inhibition, hits mostly inhibitors; note: potency is the fitted concentration of half-maximal effect
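Fluorogenic HMU-PC substrate (9 uM final) is turned over by placental ASM in 60 min at 37 C after a 10 min compound preincubation. Reaction ended by alkaline stop (pH 10), with fluorescence read at 386/447 nm.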
Numbers without * were called inactive; ? = inconclusive; · = not tested or not shown; [ ] = dose if it differs, or a comment. Unless noted, calls come from the whole dose curve; as a rule, active = well fitted curve in the direction sought with a large enough effect; inconclusive = small, poorly fitted or top-dose-only effect, or another doubt; inactive = no such curve, though single readings can be large; an effect the other way counts as inactive or inconclusive.

SMILES	Eya2 inh	uPA generation	ELG1 genotox	B2AR arrestin	PTAP TSG101 blk	BRCA1 expr act	TRPV1 ag	USP2a block	a7 integrin act	p53 reactivator	S-ASM inh
CC12CCC(=O)N1C(C(=O)Nc1nc(-c3ccc(F)cc3)cs1)CS2 (stereo unspecified)	-11%	-5%	-2%	-2.0%	1%	-10%	24	0%	-39%	-2%	0%
Cc1[nH]c2ccccc2c1C(=O)CSc1ncn[nH]1	4%	0%	8%	-0.6%	-2%	0%	1	1%	-19%	11%	-2%
Cc1ccc(NC(=O)Cn2cnc3sc(C(=O)NCCN(C)C)c(C)c3c2=O)cc1Cl	3%	·	9%	-0.2%	·	·	-1	3%	·	-3%	·
Clc1ccc2nc(-c3ccccc3)nc(C(Cl)Cl)c2c1	2%	0%	12%	-1.0%	-1%	-27%	-2	0%	-21%	12%	1%
COc1ccc2[nH]c(=O)c(CN(Cc3cccnc3)Cc3nnnn3CC3CCCO3)cc2c1 (stereo unspecified)	-15%	-5%	2%	-0.8%	-2%	-1%	-1	5%	-16%	-2%	33%[activator]
CC(Oc1ccccc1Cl)C(=O)Nc1ccc(S(=O)(=O)Nc2nccs2)cc1 (stereo unspecified)	4%	-1%	2%	-0.3%	-10%	6%	2	-3%	9%	-5%	4%
Oc1c(C(Nc2ccccn2)c2ccccn2)ccc2cccnc12 (stereo unspecified)	17%	-13%	?	?	-1%	-75%	18	-1%	-51%[inhibitor]	27%	-2%
Cc1csc(SC(C)C(=O)NCC2CCCO2)n1 (stereo unspecified)	32%	4%	-1%	0.3%	0%	-26%	-2	2%	8%	8%	-1%
Cc1nc2ncnn2c(C)c1Cc1cccc(F)c1	4%	·	3%	0.0%	0%	0%	-2	1%	34%	-2%	1%
COc1ccc(/C(N)=N/OC(=O)c2ccc(C)c([N+](=O)[O-])c2)cc1OC	18%	-5%	?	-0.1%	-1%	68%	-4	0%	26%	1%	3%
CC(=O)OCC(=O)C1(O)CCC2C3CCC4=CC(=O)CCC4(C)C3(Cl)C(O)CC21C (stereo unspecified)	·	-4%	·	·	-4%	-35%	·	·	15%	·	-1%
COc1cc(/C=N/NC(=O)C(=O)N2CCCC2)ccc1O	2%	-4%	-9%	0.0%	1%	15%	-1	3%	1%	-3%	4%
Cc1[nH]c2ccccc2c1C(=O)C(=O)N1CCCc2ccccc21	2%	-3%	12%	3.0%	-5%	-50%	-4	1%	-18%	?	-3%
Cc1cc(C)n(C(=O)CCCCCCCCC(=O)n2nc(C)cc2C)n1	2%	5%	1%	0.4%	-2%	8%	0	1%	29%	-5%	6%
COC(=O)[C@H](CC(C)C)N(Cc1ccccc1)S(=O)(=O)N(Cc1ccc(OC)cc1)[C@@H](CC(C)C)C(=O)OC	-1%	30%[activator]	0%	-0.3%	-3%	-23%	·	3%	-12%	-2%	2%
O=C(O)c1cc(S(=O)(=O)NCCN2CCNC2=O)ccc1O	0%	4%	5%	2.1%	-3%	22%	-1	1%	?	4%	2%
O=C(CCCOc1ccc(Cl)cc1Cl)N/N=C/c1ccco1	-6%	-9%	1%	-1.6%	1%	6%	11	-2%	8%	-2%	3%
CC(C)(C)C1=NN(C(=O)c2ccccc2)C(O)(C(C)(C)C)C1 (stereo unspecified)	18%	4%	0%	-0.6%	-6%	15%	6	-2%	-5%	17%	-3%
CCCCCCC(=O)Nc1ccc(Cl)cn1	·	·	·	·	-3%	37%	?	·	12%	·	-3%
Cc1ccc2cc3cc(C(=O)NCc4ccc5c(c4)OCO5)oc3nc2c1	8%	4%	2%	0.1%	-3%	22%	3	1%	-4%	4%	4%
CCn1c(SCC(=O)Nc2ccc(OC)cc2)nc2nc3c(cc2c1=O)COC(C)(C)C3	6%	9%	-7%	0.6%	-8%	2%	-1	0%	?	-5%	-1%
COc1ccc(CCNC(=O)c2ccc(OC)c(OC)c2)cc1OC	6%	0%	2%	0.3%	-1%	-2%	-2	1%	4%	·	6%
CC(C)CC(=O)Nc1ccc(C(=O)NN2C(=O)c3ccccc3C2=O)cc1	4%	5%	-1%	-0.5%	-1%	-8%	1	0%	1%	-1%	-1%
Cc1ccc(C(=O)C2CCN(CC(=O)Nc3ccc(N(C)C)cc3)CC2)cc1	20%	·	-6%	-0.5%	-8%	4%	2	-2%	-10%	-2%	-1%
CCOc1ccc(/C=C(\C#N)C(=O)c2c(C)[nH]c3ccccc23)cc1OC	5%	-7%	1%	-0.6%	0%	-9%	-1	-2%	12%	-7%	-28%
Cc1ccc2cc(CN(CC(C)C)S(=O)(=O)c3cccc4nonc34)c(=O)[nH]c2c1	4%	6%	-5%	-0.7%	-6%	-8%	1	0%	23%	4%	0%
O=C1N(c2ccccc2)C[C@@H]2C[C@@H](c3cccc4c3OCO4)N3CCC[C@@]123	5%	4%	-3%	0.6%	-1%	-3%	1	8%	10%	-2%	3%
O=C(NCC1CCCO1)c1cccc(Oc2ccccc2)c1 (stereo unspecified)	-4%	12%	?	0.1%	0%	?	?	0%	0%	23%	1%
COc1ccc(C2CC(c3cccs3)=Nc3ccccc3S2)cc1 (stereo unspecified)	8%	?	16%	0.2%	-26%	33%	-2	-10%	1%	?	-12%
Nc1cc(S(=O)(=O)C(F)(F)F)ccc1C(=O)O	8%	-5%	-7%	-0.3%	-3%	-11%	1	4%	8%	-5%	-1%
Cc1c(Cc2ccccc2)c(=O)oc2c(C)c(OCC(=O)NCc3ccccn3)ccc12	9%	0%	-4%	0.0%	-3%	-2%	0	0%	13%	-6%	2%
CC(=O)N(NC(=O)c1ccccc1Cl)C1CC(=O)N(c2ccc(C)cc2)C1=O (stereo unspecified)	0%	-3%	1%	0.3%	-3%	6%	2	1%	18%	-6%	-1%
CCOC(=O)CNC(=O)Nc1cc(C(C)(C)C)nn1-c1ccccc1	10%	10%	3%	-0.3%	-2%	0%	10	3%	7%	-6%	2%
CCOC(=O)N1CCC(Nc2nc3ccccc3n3cnnc23)CC1	·	-2%	·	·	-1%	-5%	·	·	-15%	·	0%
CCN(C[C@H]1N[C@@](Cc2ccccc2)(C(=O)OC)[C@H]2C(=O)N(C)C(=O)[C@@H]12)C(=O)NC(C)C	-22%	15%	1%	0.1%	-3%	-3%	·	-5%	-3%	-3%	12%
CCNC(=O)CC1C(=O)N(c2cccc(C)c2)C(=O)N1CCC(C)C (stereo unspecified)	-3%	2%	-1%	0.1%	-2%	1%	-3	-8%	15%	2%	3%
O=c1c2ccccc2sn1-c1cc(S(=O)(=O)N2CCOCC2)ccc1N1CCCC1	0%	·	-1%	-0.9%	2%	3%	-2	4%	-66%[inhibitor]	-3%	3%
O=C1CS/C(=C\S(=O)(=O)c2ccc(Cl)cc2)N1	19%	-2%	3%	0.1%	-11%	0%	-2	5%	6%	-8%	2%
Nc1nc(-c2ccccc2)cn1/N=C/c1ccccc1	-1%	-5%	?	0.3%	-4%	?	?	0%	15%	14%	-3%
Cc1cc(C(=O)OCC(=O)c2cccc([N+](=O)[O-])c2)c2ccccc2n1	1%	0%	2%	-0.2%	3%	-15%	11	-1%	16%	2%	-12%
Cc1ccccc1OCC(=O)NNC=O	-8%	8%	0%	-0.2%	0%	-16%	-2	0%	9%	4%	3%
CC1(C)SC2c3ccccc3C(=O)N2[C@@H]1C(=O)NC1CC1 (stereo partly specified)	6%	8%	0%	-0.9%	-4%	7%	-2	4%	-4%	-5%	3%
CCc1ccc(OCC(=O)NC(=S)Nc2ccc(S(=O)(=O)NC3CCCCC3)cc2)cc1	-16%	-1%	-6%	0.1%	-11%	-18%	-4	-10%	0%	4%	-11%
O=C(Cn1c(C(F)(F)F)nc2ccccc21)OCC(=O)c1c[nH]c2ccccc12	1%	2%	-1%	-0.6%	-2%	-5%	5	1%	-5%	-10%	-1%
COCCNS(=O)(=O)c1cc(F)ccc1OC	13%	1%	-3%	-0.1%	-5%	0%	-4	0%	-5%	0%	2%
CC#CCN1c2ccccc2[C@]23C[C@@H](C(=O)OC)N(C(=O)NCCBr)C2=NC(C(=O)OC)=C(C(=O)OC)[C@H]13	·	5%	·	·	5%	0%	·	·	-7%	·	0%

Already shown: an excerpt of the list.
SMILES	Eya2 inh	uPA generation	ELG1 genotox	B2AR arrestin	PTAP TSG101 blk	BRCA1 expr act	TRPV1 ag	USP2a block	a7 integrin act	p53 reactivator	S-ASM inh
COCCNS(=O)(=O)c1cc(F)ccc1OC	13%	1%	-3%	-0.1%	-5%	0%	-4	0%	-5%	0%	2%
CC#CCN1c2ccccc2[C@]23C[C@@H](C(=O)OC)N(C(=O)NCCBr)C2=NC(C(=O)OC)=C(C(=O)OC)[C@H]13	·	5%	·	·	5%	0%	·	·	-7%	·	0%
